TNAP inh noacc = TNAP (human) inhibition, acceptor-free conditions; P05186; purified TNAP, CDP-star luminescence, 30 min; inhibition, % at 20 µM; 200,000 compounds, 0.26% hits; AID 1012;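 active means tissue-nonspecific alkaline phosphatase inhibition above about 50% at 20 µM in the single-dose screen, limit read from the data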;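 further: 0% = DMSO negative control and 100% = EDTA positive control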
APP 5'UTR act = APP 5'UTR luciferase reporter activation; SH-SY5Y APP 5'UTR luciferase reporter, luminescence; zero percent = DMSO vehicle wells; activation, % at 2 µM; 190,000 compounds, 1% hits; AID 1276;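 active means activation above a set limit, based on mean plus 3 SD of controls, cut at about 140% in these data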; further: values of inactives mirror those of a sister screen read the other way
TNAP act hiacc = TNAP (human) activation, high acceptor | purified TNAP, CDP-star luminescence, 1 M DEA, 30 min; hits give high values; 0 = EDTA background, 1 = DMSO-only activity | activation factor at 20 µM | 200,000 tested, under 10 active;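 active means activation factor at least 2 at 20 µM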
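system = human TNAP | amount = enzyme diluted 1/800 final | reagent = 100 µM CDP-star substrate | signal = luminescent substrate turnover signal | dosing = one dose, 20 µM | benchmarks = EDTA negative control, DMSO positive control | measure = activation factor | timing = 30 min reaction, room temperature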
FLuc stim CS = firefly luciferase counter-screen for stimulation assays; P08659; ATPlite luciferase biochemical, luminescence, 10 min; 0 = ATP-free wells, 1 = DMSO control; activation factor at 10 µM; 200,000 tested, under 10 active; AID 1027;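 active means luciferase activation factor, scaled between plate controls, of at least 2 with compound at 10 µM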
Target sequence (P08659 whole entry, looked up): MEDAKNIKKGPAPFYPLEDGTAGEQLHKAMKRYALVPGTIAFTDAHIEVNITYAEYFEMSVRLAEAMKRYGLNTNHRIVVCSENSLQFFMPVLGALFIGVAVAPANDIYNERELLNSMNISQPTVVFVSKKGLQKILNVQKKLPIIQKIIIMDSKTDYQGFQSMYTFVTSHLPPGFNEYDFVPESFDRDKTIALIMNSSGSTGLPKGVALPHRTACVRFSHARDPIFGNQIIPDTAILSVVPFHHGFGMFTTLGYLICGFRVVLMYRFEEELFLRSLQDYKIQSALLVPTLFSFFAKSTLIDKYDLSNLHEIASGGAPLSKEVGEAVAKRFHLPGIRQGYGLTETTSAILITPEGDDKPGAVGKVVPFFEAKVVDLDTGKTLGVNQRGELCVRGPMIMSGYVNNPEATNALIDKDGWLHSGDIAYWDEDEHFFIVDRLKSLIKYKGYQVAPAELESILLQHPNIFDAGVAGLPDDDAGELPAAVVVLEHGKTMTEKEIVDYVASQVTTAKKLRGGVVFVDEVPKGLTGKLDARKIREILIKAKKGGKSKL
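Assay system – cell-free luciferase reagent · Medium – PBS-based ATP solution · Dosing – test compounds dosed from 2 mM stocks in 100% DMSO · Timing – 10 min, room temperature · Technique – light output (luminescence) · Measure – luminescence gain marking luciferase activators · Controls – No-ATP low control, compound-free enzyme-plus-ATP high control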
NF-kB neuron act = raises NF-kB expression in human neuronal cells. NF-kB reporter expression; hits give high values. fold change at 12.5 µM. 190,000 compounds, 1.6% hits. AID 1239; in the data active means fold change above about 3.3
PMI activator = activators of human phosphomannose isomerase; 190,000 compounds, 0.005% hits; P34949; purified human PMI, coupled resazurin fluorescence, 20 min; hits give high values; 1 = vehicle control, 0 substrate-free wells; activation factor at 20 µM;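 active means activation factor of 2 or more at 20 µM, relative to plate controls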
Target sequence (P34949 whole entry, looked up): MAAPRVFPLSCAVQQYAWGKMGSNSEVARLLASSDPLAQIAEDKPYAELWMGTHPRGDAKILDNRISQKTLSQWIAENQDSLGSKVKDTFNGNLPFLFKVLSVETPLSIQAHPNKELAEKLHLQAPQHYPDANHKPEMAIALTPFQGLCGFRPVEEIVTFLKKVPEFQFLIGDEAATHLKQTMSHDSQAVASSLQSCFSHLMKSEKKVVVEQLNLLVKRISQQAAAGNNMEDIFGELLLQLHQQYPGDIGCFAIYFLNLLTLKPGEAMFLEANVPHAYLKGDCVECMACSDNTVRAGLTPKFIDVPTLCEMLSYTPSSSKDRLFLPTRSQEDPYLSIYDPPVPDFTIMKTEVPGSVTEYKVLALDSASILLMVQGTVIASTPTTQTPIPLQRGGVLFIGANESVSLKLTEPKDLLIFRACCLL
FLuc inhib CS = counter-screen for luciferase assay inhibitors: firefly luciferase inhibition | P08659 | ATPLite firefly luciferase biochemical luminescence, 10 min | inhibition, % at 10 µM | 200,000 compounds, 1.5% hits | AID 1006;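 active means inhibition above about 50% when tested at 10 µM, limit read from the data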
bIAP activator = intestinal alkaline phosphatase (bovine) activation; purified bovine IAP, CDP-star luminescence, 30 min; hits give high values; fold of DMSO-control signal, blank-subtracted; activation factor at 20 µM; 200,000 compounds, 0.17% hits;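 active means activation factor of 2 or more at 20 µM, a signal rise over negative controls twice the positive control's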
TNAP inh hiacc = inhibitors of human TNAP at high phosphate acceptor concentration; P05186; purified TNAP, CDP-star luminescence, 1 M DEA; inhibition, % at 20 µM; 200,000 compounds, 0.03% hits; AID 1135;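 active means over 50% inhibition of tissue-nonspecific alkaline phosphatase at 20 µM in the single-dose screen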;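 further: plate controls were DMSO wells for no effect and EDTA-quenched wells as full inhibition for full effect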
PMI act satM6P = PMI (human) activation, high substrate | coupled PMI enzyme assay, resazurin fluorescence, 20 min; hits give high values; 1 = untreated enzyme, 0 = substrate-free blank | activation factor at 20 µM | 190,000 compounds, 0.34% hits | AID 1216;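 active means activation factor of 2 or more at 20 µM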
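test system = human PMI in coupled enzyme assay | medium = HEPES-buffered pH 7.4 with magnesium and detergent | also added = 1.0 mM mannose-6-phosphate substrate with 0.22 mM NADP+ | compound = 20 µM single dose | times = 20 min incubation at room temperature | measured by = resorufin fluorescence (Ex 544/Em 590 nm) from resazurin via diaphorase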
* marks the source's active call; other numbers are inactive results; / = not tested or not shown.

SMILES	TNAP inh noacc	APP 5'UTR act	TNAP act hiacc	FLuc stim CS	NF-kB neuron act	PMI activator	FLuc inhib CS	bIAP activator	TNAP inh hiacc	PMI act satM6P
O=C(NCCC1=CCCCC1)C1CCN(S(=O)(=O)c2cccc3nsnc23)CC1	0	25	1	1	1.2	1	0	1	4	1.1
Cc1cc(C)n(-c2nc(Nc3ccccc3C)nc(-n3nc(C)cc3C)n2)n1	3	11	1.1	1.1	0.51	0.7	-11	1	-6	0.7
Cc1cccc(N2CCN(C(=O)c3cc4c(=O)n(C)c5ccccc5c4n3C)CC2C)c1 (stereo not drawn)	-18	-8	1	1	0.43	1.2	-4	1.1	-2	1.2
CS(=O)(=O)C1=C(O)C(=O)N(c2ccccc2)C1c1ccccc1 (stereo not drawn)	-9	6	1	1	1.2	1	-4	1	-1	1
CCSc1ccc(NC(=O)c2cccnc2)cc1	0	17	1.1	1	1.4	1	0	0.9	-6	1
N#C/C(=C/c1cn(-c2ccccc2)nc1-c1cccc(S(=O)(=O)N2CCCC2)c1)C(=O)NCc1ccco1	-1	0	1	1.1	0.77	1.1	-7	1	4	1
CCc1cccc(C)c1NC(=O)c1cccc(N(C)C)c1	1	-10	1	1	1	0.7	2	1	3	0.7
COc1ccccc1Oc1ccc2c(c1)C(=O)N(c1ccccc1)C2=O	-3	13	1	1	1.3	0.9	-2	0.9	2	0.9
CCCCOC(=O)Nc1ccc(S(=O)(=O)Nc2nc(C)cc(C)n2)cc1	-8	-15	1	1	0.87	0.9	-4	1	0	1
CC(C)(C)c1ccc(Cn2nc(CC(=O)O)c3ccccc3c2=O)cc1	-2	-2	1.1	1	1.9	1.2	-4	1.1	-7	1
Cc1cc(C(F)(F)F)nn1Cc1n[nH]c(=S)n1-c1ccc(Cl)cc1	10	-3	1.1	1.1	1.2	1	-14	0.9	-12	1
COc1cc(CN(C(=O)c2ccco2)c2ccc(C)cc2)ccc1O	-11	21	1	1	1.2	0.8	-2	0.9	-5	0.9
Cc1cc(C)nc(SCC(=O)c2ccc(O)cc2O)n1	-14	0	1	1	1.2	1	-1	1	0	1
COc1cccc(N2CCN(c3ccc(S(=O)(=O)N4CCCC4)cc3)CC2)c1	-9	-25	1	1	0.95	0.8	1	1	-3	0.8
CCOC(=O)c1c(C)[nH]c(C(=O)NCc2ccco2)c1C	-12	-11	1	0.9	1.3	1	8	1	-4	1.1
COc1ccccc1Oc1c(C)oc2cc(OC(=O)c3ccco3)ccc2c1=O	-7	-4	1	1.1	1.4	0.8	-6	0.9	-5	0.9
COc1cccc(N2CCN(c3c4c(nc5ncnn35)CCC4)CC2)c1	-6	-6	1	1	1.1	1	-4	1	1	1
N#Cc1cccc(C(c2nnnn2C2CCCC2)N2CCCCCC2)c1 (stereo not drawn)	3	13	1.1	1.1	1	1.1	-9	1.1	-6	1.1
CCOc1ccc(NC(=O)Cc2ccccc2)cc1	-11	41	1	0.8	2.2	1.1	25	1	-2	1.1
O=C(CSc1nncc(=O)[nH]1)NCc1ccccc1	-14	6	1.1	1.1	1.1	1	-6	0.9	-8	1
CN(C/C=C/c1ccccc1)C1CCCCC1	-13	2	1	1	1.1	1	-4	1.1	-2	0.9
O=C(COC(=O)c1cccnc1Cl)c1ccc(Cl)cc1Cl	11	-1	1	0.2	0.98	1	78*	0.9	0	1
O=C(N/N=C/c1ccc([N+](=O)[O-])s1)C(O)c1ccccc1 (stereo not drawn)	12	-9	0.9	1	0.68	0.9	1	0.7	9	0.6
CCOc1ccccc1OCC(=O)OCC(=O)Nc1ncc(Cl)cc1Cl	-4	-6	1	1	1.1	1	-2	1	-2	0.8
C/C(Cn1cnc([N+](=O)[O-])n1)=N\NC(=O)c1ccccc1	-14	30	1.1	1.1	1.3	1	-6	0.9	-7	0.9

By substructure, the entries above containing an aryl thioether with sulfur outside any ring.
SMILES	TNAP inh noacc	APP 5'UTR act	TNAP act hiacc	FLuc stim CS	NF-kB neuron act	PMI activator	FLuc inhib CS	bIAP activator	TNAP inh hiacc	PMI act satM6P
CCSc1ccc(NC(=O)c2cccnc2)cc1	0	17	1.1	1	1.4	1	0	0.9	-6	1
Cc1cc(C)nc(SCC(=O)c2ccc(O)cc2O)n1	-14	0	1	1	1.2	1	-1	1	0	1
O=C(CSc1nncc(=O)[nH]1)NCc1ccccc1	-14	6	1.1	1.1	1.1	1	-6	0.9	-8	1

Next part.
SMILES	TNAP inh noacc	APP 5'UTR act	TNAP act hiacc	FLuc stim CS	NF-kB neuron act	PMI activator	FLuc inhib CS	bIAP activator	TNAP inh hiacc	PMI act satM6P
CCOc1c2ccc(C(=O)NCc3ccc4c(c3)OCO4)cc2nn1C	7	6	1	1.1	1.2	1	-7	0.9	1	1
COc1ccc(-c2c(C#N)c(N)nc3c2c(=O)n(C)c(=O)n3C)cc1	2	9	1	1.1	0.95	1.1	-8	0.9	1	1.1
COc1cc(C2Nc3ccccc3C(=O)N2c2ccccc2)ccc1O (stereo not drawn)	-7	20	1	1	2.1	1	2	1	1	1
COc1cc(NC(=O)c2cc([N+](=O)[O-])ccc2Br)ccc1NC(=O)c1ccco1	-2	-14	1	1	2.3	0.9	-1	0.9	0	0.6
COc1ccc(OC)c(N(CC(=O)Nc2cccc(C(F)(F)F)c2)S(C)(=O)=O)c1	-9	8	1	1.1	1.2	0.9	-8	1.1	-5	0.9
CC(=O)c1nc(N2C(=O)CC(Cc3ccc(C)cc3)C2=O)sc1C (stereo not drawn)	-9	1	1	1.1	0.94	0.9	-8	1	-1	0.9
O=C(CCN1CCN(c2ccccc2)CC1)Nc1ccccc1F	1	21	1	1.1	1.3	0.9	-5	0.9	1	0.9
O=C(NCCN1C(=O)S/C(=C\c2cccs2)C1=O)[C@H](Cc1ccccc1)N1C(=O)c2ccccc2C1=O	-2	-2	1.1	1.1	1.1	1	-6	1	-5	1.1
Cc1ccc2cc3cc(C(=O)N4CCN(C(=O)c5ccco5)CC4)sc3nc2c1	-7	9	1	1	1.1	0.9	-4	1	-1	0.9
CCOc1ccccc1N1CC(O)=C(c2nc3ccccc3s2)C1=N	-12	-92	1	1	0.47	0.9	-4	1.2	-2	0.9
CCNC(=O)n1nccc1C(C)Oc1ccccc1 (stereo not drawn)	-3	20	1	1.1	1.3	0.9	-6	1	-4	1
Cc1ncsc1CCOC(=O)c1ccc(N2CCOCC2)c([N+](=O)[O-])c1	10	-3	0.9	1	1.1	1	-3	1	6	1
COc1ccccc1N=Nc1[nH]c2ccc(C)cc2c1O	4	7	0.9	1	1.3	1.3	-3	0.9	9	1.3
COc1ccc(C)cc1NC(=O)CNc1ccc(C(C)=O)cc1	12	2	1	1	1.1	1	-5	0.9	0	1
COC(=O)c1cccc(NC(=O)C2C3CCC(C3)C2C(=O)O)c1 (stereo not drawn)	-5	9	1	0.9	1.1	0.9	8	1	-1	1
Cc1ccc2cc(CN(CCCO)S(=O)(=O)c3cccc4nsnc34)c(=O)[nH]c2c1	-3	-17	1	1	0.6	1	-1	1	-3	1
C=CCN1C(=O)C(O)(CC(=O)c2ccc(Cl)cc2)c2ccccc21 (stereo not drawn)	-6	-2	1	1.1	1.7	0.9	-6	0.9	-5	0.9
CCn1c(CNC(=O)COC)nc2ccccc21	-11	0	1	1.1	1	0.9	-10	0.9	0	0.9
CCC1=NNc2cccc3c(OC)ccc1c23	1	-1	0.9	1	1.1	1.1	2	0.5	14	1.2
COc1cc(/C=N\n2nnnc2N)ccc1OCc1ccc(F)cc1	-11	3	1	1	0.88	1	-1	1.1	-5	1.1
Cc1ccc(S(=O)(=O)NNC(=O)c2sc3nc(C)cc(C)c3c2-n2cccc2)cc1	-1	10	1	1	1.2	0.8	-4	1.1	0	0.9
Cc1ccc(S(=O)(=O)N2CCN(Cc3ccccn3)CC2)cc1	-5	-9	1	1.1	1	1	-6	1	0	1
CN(C)c1ncnc2c1NC1=C(S2)C(=NCCCC(=O)O)CC(C)(C)C1	-117	1	1	1	1	1	0	1	4	1.4
CN(C)C(=O)C1C2NC(=S)N(c3cccc(Cl)c3)C1(C)Oc1ccc(Cl)cc12 (stereo not drawn)	-26	23	1	1.1	0.89	1.2	-8	1	-5	1.1
CCCCc1ccc(NC(=S)NCCO)cc1	-14	4	1	1.1	1.2	1	-6	0.9	-1	1.1

Some entries already given, limited to APP 5'UTR act and PMI activator.
Molecule	APP 5'UTR act	PMI activator
COc1ccc(-c2c(C#N)c(N)nc3c2c(=O)n(C)c(=O)n3C)cc1	9	1.1
Cc1ccc(S(=O)(=O)N2CCN(Cc3ccccn3)CC2)cc1	-9	1
Cc1ccc2cc3cc(C(=O)N4CCN(C(=O)c5ccco5)CC4)sc3nc2c1	9	0.9
COC(=O)c1cccc(NC(=O)C2C3CCC(C3)C2C(=O)O)c1 (stereo not drawn)	9	0.9
CC(=O)c1nc(N2C(=O)CC(Cc3ccc(C)cc3)C2=O)sc1C (stereo not drawn)	1	0.9

Continued:
SMILES	TNAP inh noacc	APP 5'UTR act	TNAP act hiacc	FLuc stim CS	NF-kB neuron act	PMI activator	FLuc inhib CS	bIAP activator	TNAP inh hiacc	PMI act satM6P
CC(C)NC(=O)C(Cc1ccccc1)N1C(=O)c2ccccc2C1=O (stereo not drawn)	-9	13	1	1	1.2	1.1	-5	0.9	-4	1.1
Cc1ccccc1C(=O)OCCN1CCOCC1	-14	0	1	1	1.1	1.1	-3	0.9	1	1.1
COc1ccc(/C=N/NC(=O)C(=O)NCC2CCCO2)cc1 (stereo not drawn)	-4	0	1	0.9	1.1	0.9	12	1.1	3	1
Cn1c(=S)n(C)c2ccccc21	7	32	1	1	1.2	1	3	1.2	1	1
O=C(/C=C/c1cccc([N+](=O)[O-])c1)NCCSCc1ccco1	-1	3	1	1	1.6	1	-2	1.2	-1	1
S=c1[nH]nc(-c2cc(-c3ccco3)[nH]n2)n1-c1cccc2ccccc12	-44	16	1	1.1	0.98	0.9	-6	1.6	-1	0.8
OCCC1CN(Cc2ccsc2)CCN1C1CCCC1 (stereo not drawn)	-2	10	1.1	1.1	1.2	1	-8	0.9	-7	1
Cc1cccc(N(C)S(=O)(=O)c2ccc3[nH]c(=O)c(=O)[nH]c3c2)c1	-14	4	1	1.1	1.1	0.9	-6	1.1	-2	1
COc1ccc(CCNC(=S)Nc2cccc3ccccc23)cc1	-4	17	1	1.1	1.5	0.9	-5	0.9	-3	0.9
CC(C)(C)C(=O)NC(NC(=S)Nc1ccc(S(N)(=O)=O)cc1)C(Cl)(Cl)Cl (stereo not drawn)	32	10	1	1.1	0.92	1	-6	0.9	3	1.1
CCCSc1cc(N2CCOCC2)nc(-c2ccccc2Cl)n1	-18	6	1	1.1	1.4	1	-7	1	-4	1
COc1ccccc1NC(=O)C1=C(C)Nc2nc(CCCO)nn2C1c1ccc2c(c1)OCO2 (stereo not drawn)	-11	/	1.1	1	0.7	0.9	-2	1	-8	1
COc1cccc(N2CCN(c3ncnc4c3cnn4-c3ccc(C)cc3C)CC2)c1	-7	12	1.1	1	0.41	0.8	-4	1	-8	0.7
S=C(NCCSCc1ccccc1Cl)Nc1ccccc1	-18	9	1.1	1.1	1.1	0.9	-5	0.9	-8	0.9

Screens as filed in PubChem.
